Growth percent in the NCI-60 one-dose screen (48 h, 10 µM unless noted): 100 = growth as untreated, 0 = no growth, -100 = all killed.
HL-60(TB) = HL-60(TB) leukemia cells. 78,000 tested, 9% active. AID 1794776; active = growth percent below 10
Numbers without * were called inactive; & = joins results of further samples; [ ] = another dose, or the depositor's remark.

SMILES	HL-60(TB)
Clc1ccc(N=C/C=C/c2ccccc2)cc1	58.6
N#C/C(=C\c1ccc(-c2ccc(F)cc2)o1)C(=O)Nc1ncc(Cc2ccc(Cl)cc2Cl)s1	22.5
O=C1CCC(Nc2ccnc(Cl)c2)N1 (configuration not stated)	86.1
CC(=S)N=Cc1c(N)[nH]n(-c2ccccc2)c1=O	100.7
COc1cc(-c2nc3ccccc3c(=O)[nH]2)ccc1OCC(=O)N=Nc1c(O)[nH]c2ccccc12	89.4
COc1ccc(C(=O)CBr)c2ccccc12	98.8
N#CCCC(C#N)(c1cccnc1)N1CCOCC1 (configuration not stated)	98.0
Cc1nn(-c2ccccc2)nc1C(=O)Nc1ccccc1C(=O)NCC1CC1	95.8
CCOC(=O)C1C(=O)C(=O)N(C(C)C)C1C(=O)OCC (configuration not stated)	123.0
O=C(CCCl)c1ccc(O)cc1	94.6
N#C/C(=C\c1ccc(-c2ccc(F)cc2)o1)C(=O)c1c[nH]c2ccccc12	102.1
COc1ccc(NC(=O)c2ccc(C(=O)Nc3ccc(OC)cc3OC)cc2)c(OC)c1	88.5
Cc1ccc(CNc2ccc3nc(NC(=O)CN4CCCCCC4)sc3c2)cc1	50.4
Nc1ccccc1NC(=O)c1ccc(NC(=O)C/C=C/c2cccnc2)cn1	8.9*
CN1C(=O)N(C)C2NC(N/N=C/c3ccc(Br)cc3)=NC21 (configuration not stated)	108.3
CCOC(=O)c1nc(Nc2cc(C)[nH]n2)c2ccccc2n1	106.1
O=c1oc2c(cnc3ccccc32)cc1-c1cccc(Cl)c1	101.8
O=S(=O)(O)c1ccc(N=Nc2ccc(O)cc2)cc1	106.9
CCN1CCN(CCNc2nccc(-c3c(-c4cccc(O)c4)nc4sccn34)n2)S1(=O)=O	91.9&64.0
CCOC(=O)c1sc(/N=C2\C(=O)Nc3ccc(OC)cc32)nc1C	85.0
Cc1ccc2nc(-c3ccc(N)cc3)sc2c1	59.1&56.3
CC(C)(C)c1ccc(C(=O)O)c(Br)c1	92.8
C[C@]12CCC(=O)C=C1CC[C@H]1[C@@H]3C[C@@H](O)[C@](O)(C(=O)CO)[C@@]3(C)C[C@H](O)[C@@]12F	98.1
COc1cc(CNC(=O)/C=C/C=C/c2ccc3c(c2)OCO3)ccc1OCc1cn(-c2cccc(C(F)(F)F)c2)nn1	103.6
CC(C)NC(=O)c1ccccc1	99.5
O=C(CCCCCCN1CC(=O)N2[C@@H](c3cccc(Br)c3)c3[nH]c4ccccc4c3C[C@H]2C1=O)NO	6.5*
COc1ccc2[nH]c(=O)c(CSc3cccc(N)c3)cc2c1	51.3
NC(=O)c1c(Nc2ccc(Cl)cc2)nn2c(-c3ccc(Br)cc3)c(-c3nc4ccccc4s3)c(N)nc12	104.5
Cc1ccc(C(Cl)(c2ccc(C)cc2)c2ccc(C)cc2)cc1	91.7
N#Cc1c2ccccc2c2n1-c1ccccc1OC(c1ccccc1)C2=O (configuration not stated)	43.4
CCCCN(CCCC)C(=O)C(C)OC(C)=O (configuration not stated)	88.8
O=C(c1ccc(F)c(Cl)c1)N1c2ccccc2Sc2ccccc21	30.8
COc1ccc(-c2csc(NC(=O)CSc3nc(-c4ccccc4)c(C#N)c(=O)[nH]3)n2)cc1	87.1
C=C1C(=O)O[C@H]2[C@H]1CC/C(COC(=O)CCSCCC(=O)OC/C1=C/CC[C@@]3(C)O[C@H]3[C@H]3OC(=O)C(=C)[C@@H]3CC1)=C\CC[C@@]1(C)O[C@@H]21	-58.2*
CC12CCC3C(CCC4CC(=C5C=CC=C5)CCC43C)C1CCC2O (configuration not stated)	97.6
COc1cc(/C=C/C(=O)NCCn2c(C)cc3ccccc32)cc(OC)c1OC	82.6
C=CCC(C#N)(NC(C)=O)C(=O)OCC (configuration not stated)	92.6
OCCc1ccc2ccccc2n1	94.1
O=C(NCCNc1nccc(-n2ccc3cccnc32)n1)c1ccc(C(F)(F)F)cc1	107.2
C=CCC(C(=O)OCCN(CC)CC)(c1ccccc1)c1ccccc1	81.9
Cn1cc(Nc2ncnc(-c3ccc(N4CCCC4)c(C#N)c3)n2)cn1	49.1
BrCC[N+]12CC[N+](CCBr)(CC1)C2	106.6
COc1ccc2[nH]cc(/C=C(\C#N)C(=O)N3c4ccccc4Sc4ccc(SC)cc43)c2c1	80.8
CCOC(=O)c1cnc2ccc(OC)cc2c1Nc1cccc(NS(C)(=O)=O)c1	114.5
O=C(c1ccc2c(c1)OCO2)c1ccc[nH]1	107.5
S=C(S)OCN1CCOCC1	106.2
Cc1[nH]c(=O)[nH]c(=O)c1CCSSCCc1c(C)[nH]c(=O)[nH]c1=O	99.5
CCCCCC1=NCCN1CCO	96.7
NC(=O)c1ccc(-c2cccc3c(=O)nc(N4CCOCC4)oc23)cc1	97.5
CS(=O)(=O)c1ccc(-c2[nH]c3ccccc3c2/C=N/N=C(N)N)cc1	96.5
CCCCOC(=S)Nc1ccc(S(=O)(=O)Nc2ccc(Cl)nn2)cc1	97.7
COc1ccc(Cc2cnc(NC(=O)c3sc4ccccc4c3Cl)s2)cc1	-50.3*
CN(C)CCNC(=O)C(=O)c1cn(Cc2ccccc2)c2ccc(OCCO)cc12	104.1
O=C(OCC(COC(=O)c1ccccc1)(COC(=O)c1ccccc1)[N+](=O)[O-])c1ccccc1	85.7
O=C1Nc2ccc(F)cc2/C1=N/N=C/c1cccc(F)c1	73.5
CCCCCC(C)(O)C(C(=O)O)c1ccccc1 (configuration not stated)	109.8
Cn1cc(-c2nc(-c3cn(C)c4ncccc34)cs2)c2cc(F)ccc21	30.7
CC1=CC(=O)C(c2ccc(O)cc2O)=CC1=O	87.7
O=C(O)CC(C(=O)O)C(c1ccccc1)c1ccccc1 (configuration not stated)	100.2
CC/C(=C(/c1ccc(O)cc1)c1ccc(OCCN2CCOCC2)cc1)c1ccc(Cl)cc1	93.1

The listing continues:
SMILES	HL-60(TB)
O=C(O)c1cccnc1Br	110.4
COC(=O)c1oc2c(C(C)=O)c(OCCN3CCCCC3)ccc2c1C	110.5
O=C(O)C(c1ccccc1)N1CCOCC1 (configuration not stated)	79.4
COc1c2ccoc2c(OC)c2oc(=O)ccc12	68.6
CCc1nn2c(-c3ccc(Cl)cc3C)c(-c3cc(OC)c(OC)c(OC)c3)nc2s1	73.6
CCOC(=O)c1c(C)nc2c(c1N)C(=O)C(=O)N2Cc1ccc(OC)cc1	46.6
Cc1ccc(S(=O)(=O)OC(C#N)c2ccccc2)cc1 (configuration not stated)	97.8
COc1ccc(Cn2cc3c(c2)-c2nc(N)ncc2CC3)cc1	93.5
C#CC1CC2C3CCC4=CC(=O)CCC4(C)C3CCC2(C)C1N(C)C (configuration not stated)	76.3
O=CN1CCCCC1	97.0
C(=C\[n+]1ccc2ccccc2c1)/c1ccccc1	98.0
Cc1cccc(N=C2CCCC2C(=O)Nc2cccc(C)c2C)c1C (configuration not stated)	80.9
CC(=O)N(C)c1ccc(Nc2ccc(Nc3ccc(N(C)C(C)=O)cc3)c3c2C(=O)c2ccccc2C3=O)cc1	77.0
O=C1/C=C/[C@@H](O)[C@@H]2C[C@@H](O)C[C@H]2/C=C/CCC[C@H](CCOCc2ccccc2)O1	0.1*
O=C(NCCNc1cc(-c2cn(-c3ccccc3)nc2-c2cccc(O)c2)ccn1)Nc1ccc(Cl)c(C(F)(F)F)c1	84.2
Cc1ccc(/C=C2/SC(=S)N(CC(=O)Nc3ncc(Cc4ccc(Cl)cc4)s3)C2=O)cc1	102.0
COc1ccc([C@@H](CCO)C[C@H](C)c2ccc3ccccc3c2)cc1	93.9
ClCCN(CCCl)c1ccc(C2=NCCc3ccccc32)cc1	72.2
Nc1ccc([N+](=O)[O-])cn1	91.7
COc1cc(/C=C/C(=O)Nc2ccc3c(c2)/C(=C\c2cc(OC)c(OC)c(OC)c2)C(=O)N3)cc(OC)c1OC	51.3

Single entries from the entries so far:
COc1ccc([C@@H](CCO)C[C@H](C)c2ccc3ccccc3c2)cc1 @ HL-60(TB): 93.9
O=C(O)C(c1ccccc1)N1CCOCC1 (configuration not stated) @ HL-60(TB): 79.4
CCc1nn2c(-c3ccc(Cl)cc3C)c(-c3cc(OC)c(OC)c(OC)c3)nc2s1 @ HL-60(TB): 73.6
O=C(O)c1cccnc1Br @ HL-60(TB): 110.4
COc1cc(/C=C/C(=O)Nc2ccc3c(c2)/C(=C\c2cc(OC)c(OC)c(OC)c2)C(=O)N3)cc(OC)c1OC @ HL-60(TB): 51.3

Four entries from above, arranged by length of the SMILES, largest number first.
SMILES	HL-60(TB)
O=C(NCCNc1cc(-c2cn(-c3ccccc3)nc2-c2cccc(O)c2)ccn1)Nc1ccc(Cl)c(C(F)(F)F)c1	84.2
CCc1nn2c(-c3ccc(Cl)cc3C)c(-c3cc(OC)c(OC)c(OC)c3)nc2s1	73.6
CCOC(=O)c1c(C)nc2c(c1N)C(=O)C(=O)N2Cc1ccc(OC)cc1	46.6
C(=C\[n+]1ccc2ccccc2c1)/c1ccccc1	98.0

Going on with the list:
SMILES	HL-60(TB)
O=C(/C=C/c1ccc(C(F)(F)F)cc1)c1c(O)c2ccccc2oc1=O	86.4
O=c1c2oc3ncccc3c2ncn1-c1ccccc1	96.1
Clc1ccc(NCc2nnc(-c3ccc(Cl)cc3)o2)cc1	116.7
COc1cc(/C=C/c2cc(/C=C/c3ccc(O)c(OC)c3)n(-c3c(Cl)cccc3Cl)c(=O)n2)ccc1O	13.5
CCC(C)CC(C)C(=O)C1=C(O)/C(=C\c2ccc(O)cc2)NC1=O (configuration not stated)	99.3
Cc1ccc(S(=O)(=O)OCCCc2cn(-c3ccc(-c4ccccc4)cc3)nn2)cc1	98.4
CC(=O)c1ccc(S(=O)(=O)NCCNc2nc(N(C)C)nc(N3CCOCC3)n2)cc1	106.1
O=C(c1ccc(C(F)(F)F)c(Cl)c1)N(Cc1ccc(Cl)cc1)c1ccc(-c2cc(C(F)(F)F)[nH]n2)c(O)c1	-14.9*
CCOc1ccc(NC(=O)OCC(C)C)cc1	65.0
CN1CCc2c(sc3ncnc(N/N=C/c4cn(-c5ccccc5)nc4-c4ccc(Cl)cc4)c23)C1	-12.4*
Cc1cc(=O)n(C(=O)NCc2ccc(Cl)cc2Cl)[nH]1	96.0
CN1CCN(c2ccnc(NCCNc3nc(N4CCOCC4)nc(N4CCOCC4)n3)n2)CC1	79.1
C=C(NC(C)=O)C(=O)O	119.1
COc1cc2c(cc1OC)C(c1c(Cl)cccc1Cl)=NCC2	55.9
CC1=C(/C=C/C(C)=C/C=C/C(C)=C\C(=O)O)C(C)(C)CCC1	94.3
CCOC(=O)c1ccc(N=C2NC(=O)/C(=C/N(C)C)S2)cc1	100.9
COCCn1cc(-c2nc(-c3cccnc3)cs2)c2cc(F)ccc21	93.4
O=C(c1ccccc1)C(F)(F)F	102.2
O=C(Nc1ccc2c(c1)-c1ccccc1C2)C1CC(=O)N(c2ccc3c(c2)OCO3)C1 (configuration not stated)	111.6[50 µM]
O=c1c2cc3c(=O)n(-c4cccc(Cl)c4)c(=O)c3cc2c(=O)n1-c1cccc(Cl)c1	100.2
N#Cc1c(-c2ccc(Cl)cc2)nc(SCCCCCC(=O)NO)[nH]c1=O	128.3
O=C1CSC(=S)N1/N=C/c1ccc2c(c1)OCO2	88.4
CCN=C1C=CC(=C(c2ccc(N(C)C)cc2)c2ccc(N(C)C)cc2)c2ccccc21	-9.3*
CCn1c2c(c3ccccc31)SC1c3cccn3CCN1C2=S (configuration not stated)	87.5
O=C(Nc1ccc(NC(=O)c2cc(S(=O)(=O)NC3CCCCC3)c(O)c(O)c2O)cc1)c1cc(S(=O)(=O)NC2CCCCC2)c(O)c(O)c1O	100.5
COc1ccc(-n2c(-c3ccccc3)c(-c3ccccc3)c3c(SCC(=O)n4nc(C)cc4C)ncnc32)cc1	91.9
COC(=O)CC(c1ccc(O)c(Cl)c1)c1c(O)c2ccccc2oc1=O (configuration not stated)	106.4[8.25 µM]
CSc1ccc(N(C)c2nc(C)nc3c2CCC3)cc1	-28.3*
Cc1ccc(Cc2ccc(C)cc2)cc1	95.9
COc1ccc(C(=O)/C=C/Nc2ccc(S(=O)(=O)O)cc2)cc1	97.9
COc1cc2nc(-c3ccc(C(F)(F)F)cc3)cc(OCCCN3CCOCC3)c2cc1OC	32.5
Cn1cc(-c2nonc2-c2cn(C)c3ccc(F)cc23)c2cc(F)ccc21	17.3
Clc1ccc(-n2ccnc2)c(-n2cnnn2)c1	105.3
O=C1/C(=C/c2ccccn2)NC(=S)N1c1cccc(Br)c1	99.8
CCN(CC)Cc1ccccc1	119.5
COc1cc2c(=O)n(CCCCl)c3c4cc5c(cc4ccc3c2cc1OC)OCO5	91.3
O=C(O)c1ccc(-n2cc(CNc3ccccc3)c(-c3ccc(F)cc3)n2)cc1	89.7
CC(=O)N1N=C(c2ccc(Nc3nc(Nc4ccc(Cl)cc4)nc(Nc4ccc(Cl)cc4)n3)cc2)CC1c1ccc(Cl)cc1 (configuration not stated)	94.8
NC(=S)N/N=C1\c2cc(Cl)ccc2-c2c1cc(Cl)cc2[N+](=O)[O-]	72.4
CC1(C)CC[C@]23CC[C@]4(C)[C@H](CC[C@@H]5[C@@]6(C)C[C@@H](C=NCCO)C(=O)C(C)(C)[C@@H]6CC[C@]54C)[C@H]2[C@H]1OC3=O	106.6
O=C(Cn1cnc2ccccc21)Nc1cccc2cccnc12	101.3
CCOC(=O)CSc1nc2sc3c(c2c(=O)n1-c1ccccc1)CCC(C)C3 (configuration not stated)	177.5
CCC(C(=O)O)(C(=O)O)c1ccccc1	117.1
C#CCn1cc(-c2nc3ccccc3[nH]2)c2cccnc21	92.2
COc1ccc(N=Nc2cc(-c3ccc(Cl)cc3)oc2O)cc1	105.0
CCCCCCCCCCCCC(C(=O)OCC)C(=O)OCC	105.3
NC(=S)Nc1ccc(C(=O)O)cc1	103.8
COc1ccccc1/C=N/N1CCCCCC1	96.4
N#CC(C#N)N=Nc1ccccc1Cl	110.0
CCCCCN(c1ccc(C(=O)OCC)cc1)S(=O)(=O)c1ccc(C)cc1	92.3
NC(=O)COCCO	104.2

Entries shown so far containing a nitro group on carbon (3):
SMILES	HL-60(TB)
O=C(OCC(COC(=O)c1ccccc1)(COC(=O)c1ccccc1)[N+](=O)[O-])c1ccccc1	85.7
Nc1ccc([N+](=O)[O-])cn1	91.7
NC(=S)N/N=C1\c2cc(Cl)ccc2-c2c1cc(Cl)cc2[N+](=O)[O-]	72.4

Rewritten with bars between the fields: two of the compounds above.
Compound | HL-60(TB)
Nc1ccccc1NC(=O)c1ccc(NC(=O)C/C=C/c2cccnc2)cn1 | 8.9*
CN1C(=O)N(C)C2NC(N/N=C/c3ccc(Br)cc3)=NC21 (configuration not stated) | 108.3

High-throughput results (PubChem)

Only part of the results is shown (hit frequency here may not be typical).
